# Screening results: PubChem BioAssay, Sanford-Burnham Center for Chemical Genomics
# XBP1 UPR activ – adaptive UPR (XBP1) activation | activation, % at 20 µM | CHO-XBP1 luciferase reporter, IRE1-XBP1 UPR activation, luminescence; percent of tunicamycin response, DMSO as zero | hit rate 0.33% among 330,000;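 active means versus positive control, 20 µM dose yields 30% or more activation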;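 further: 100% = tunicamycin at 10 µg/mL and 0% = DMSO only wells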
#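 Material: IRE1-XBP1 luciferase reporter CHO line / Quantity: one thousand reporter cells per well / Buffer or medium: F12 with 10% serum / Compound: 20 µM single concentration, DMSO 1% / Times: 6 h treatment, 37 °C / Detection: Steady-Glo luciferase glow luminescence, 10 min after reagent addition / Benchmarks: tunicamycin high, DMSO low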
# Jurkat NFkB inh – lowers PMA/ionomycin-induced NF-kB signal in Jurkat cells; PMA/ionomycin-induced NF-kB luciferase reporter, luminescence; inhibition, % at 4 µM; hit rate 0.53% among 330,000; in the data active means inhibition above about 50%
# Mdm2-MdmX inh – human Mdm2/MdmX binding inhibition; O15151+Q00987; SaOS-2 split-luciferase Mdm2/MdmX complementation, luminescence; inhibition, % at 8 µM; hit rate 3% among 330,000; AID 485346;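 active means inhibition of at least 50% at 8 µM in the primary screen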
# Target sequence (O15151 whole entry, looked up): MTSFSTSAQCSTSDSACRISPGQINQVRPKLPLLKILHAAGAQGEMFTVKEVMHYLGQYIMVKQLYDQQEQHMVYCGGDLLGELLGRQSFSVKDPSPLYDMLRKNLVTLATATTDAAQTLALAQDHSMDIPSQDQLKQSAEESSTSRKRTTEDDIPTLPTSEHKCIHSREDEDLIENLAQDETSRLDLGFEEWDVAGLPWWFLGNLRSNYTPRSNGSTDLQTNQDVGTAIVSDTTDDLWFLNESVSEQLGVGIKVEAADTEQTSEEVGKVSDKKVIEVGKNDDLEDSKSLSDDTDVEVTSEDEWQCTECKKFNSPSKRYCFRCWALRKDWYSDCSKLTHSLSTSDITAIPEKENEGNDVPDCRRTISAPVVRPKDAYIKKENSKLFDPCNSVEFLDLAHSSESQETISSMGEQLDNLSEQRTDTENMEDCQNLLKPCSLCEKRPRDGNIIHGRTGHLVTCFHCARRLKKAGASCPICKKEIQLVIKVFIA
# Target sequence (Q00987 whole entry, looked up): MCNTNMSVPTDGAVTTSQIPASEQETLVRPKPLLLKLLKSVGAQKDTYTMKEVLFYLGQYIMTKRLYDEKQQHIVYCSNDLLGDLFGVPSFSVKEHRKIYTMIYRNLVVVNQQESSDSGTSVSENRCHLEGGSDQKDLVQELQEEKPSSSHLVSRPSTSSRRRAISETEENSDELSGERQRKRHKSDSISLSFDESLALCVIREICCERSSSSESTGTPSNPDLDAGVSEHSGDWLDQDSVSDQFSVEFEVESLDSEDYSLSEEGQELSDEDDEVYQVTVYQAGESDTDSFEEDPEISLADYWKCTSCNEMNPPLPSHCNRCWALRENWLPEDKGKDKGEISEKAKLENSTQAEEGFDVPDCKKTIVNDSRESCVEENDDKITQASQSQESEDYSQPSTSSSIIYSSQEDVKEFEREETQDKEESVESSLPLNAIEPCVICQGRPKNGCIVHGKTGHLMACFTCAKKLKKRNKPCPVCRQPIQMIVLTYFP
# UPR CHOP act – activators of apoptotic arm of unfolded protein response (CHOP) | CHO-CHOP luciferase reporter, UPR activation, luminescence; percent of tunicamycin response over DMSO baseline | hit rate 0.34% among 330,000 | activation, % at 10 µM;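 active means at 10 µM dose, activation of 40% or more, normalized to positive control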;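 further: 100% = tunicamycin at 10 µg/mL and 0% = DMSO alone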
#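 System: CHO CHOP reporter cells. Amount: 500 cells per well. Buffer or medium: F12 medium, 10% FBS. Compound dosing: one dose, 10 µM in 0.5% DMSO. Incubation: 6 h compound exposure at 37 °C after overnight seeding. Technique: Steady-Glo luciferase luminescence. Benchmarks: tunicamycin and DMSO controls.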
# CCR6 antag – blocks CCL20-driven beta-arrestin recruitment at human CCR6 | CHO-K1 CCR6 PathHunter beta-arrestin, luminescence, CCL20-stimulated | inhibition, % at 20 µM | hit rate 0.49% among 340,000;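 active means compounds whose inhibition of the agonist-driven luminescence signal at 20 µM reaches about 50%, limit read from the data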;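 further: cells stimulated with CCL20 at 14 nM final; plate controls were DMSO with CCL20 for no effect and DMSO without agonist for full effect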
# 697 NFkB inh – lowers PMA/ionomycin-induced NF-kB signal in 697 B cells; inhibition, % at 4 µM; 697 B-cell NF-kB luciferase reporter, 16 h; hit rate 0.33% among 330,000; in the data active means inhibition above about 35%
# EBI2 block – EBI2 (human) antagonism; P32249; EBI2 beta-arrestin recruitment, luminescence, 7a,25-OHC stimulated; inhibition, % at 5 µM; hit rate 0.81% among 360,000; AID 651636; in the data active means inhibition above about 38%;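 further: enzyme fragment complementation signal reports receptor beta-arrestin coupling in cells; 0% = agonist plus DMSO wells and 100% = wells without agonist; some results beyond the cut were filed as inactive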
# CXCR6 block – inhibitors of human CXCR6 receptor; hit rate 0.36% among 360,000; CHO-K1 PathHunter CXCR6 beta-arrestin, luminescence; inhibition, % at 20 µM; in the data active means inhibition above about 34%, passing the limit was not always enough;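 further: antagonist mode with CXCL16 agonist at 10 nM final; 0% = 10 nM CXCL16 with DMSO and 100% = unstimulated wells without agonist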
# Gli-Sufu block – blocks Gli-Sufu signaling in a luciferase reporter | hit rate 0.74% among 340,000 | Sufu-KO-LIGHT fibroblasts, Gli luciferase reporter luminescence | inhibition, % at 5 µM;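 active means inhibition above about 55%, limit read from the data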;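 further: 0% = DMSO-treated cells and 100% = wells with medium but no cells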
# * marks the source's active call; other numbers are inactive results; . = not tested or not shown.
SMILES,XBP1 UPR activ,Jurkat NFkB inh,Mdm2-MdmX inh,UPR CHOP act,CCR6 antag,697 NFkB inh,EBI2 block,CXCR6 block,Gli-Sufu block
Cc1csc(N2CCN(c3cc4nc(-c5ccncc5)[nH]c4cc3Cl)CC2)n1,2.0,5.6,-33.3,-0.8,-7.2,6.0,-12.3,-20.1,-0.1
N#Cc1c(N2CCCC(O)C2)nc(N)c2c(N)nc3c(c12)CC(=O)N3C12CC3CC(CC(C3)C1)C2 (stereo unspecified),25.3,84.9*,89.7*,46.3*,-9.4,-28.2,5.4,3.6,-23.4
C=CCC[C@@H](Cc1ccc(F)cc1)C(=O)O[C@H](CNC(=O)[C@@H](CC=C)CC(=O)N[C@H](CO)Cc1ccccc1)c1ccccc1,-2.9,5.6,4.5,-0.6,14.4,-6.7,14.2,-3.2,6.6
Cc1c(C(=O)NCCc2ccccc2)oc2ccc(S(=O)(=O)N3CCOCC3)cc12,0.3,-19.6,-7.7,0.9,-5.2,-19.9,-2.5,-1.5,-7.3
COC(=O)c1cnn(-c2ccccc2)c1/C=N/NC(=S)Nc1ccc(Cl)cc1,16.1,1.5,52.4*,6.2,6.3,-56.6,11.8,6.1,-1.4
CCN1C(=O)[C@H]2[C@@H](c3ccc(-c4ccc(OC)cc4)c(OC)c3)N[C@@](Cc3ccccc3)(C(=O)OC)[C@H]2C1=O,-0.5,6.4,43.1,8.4,2.1,-1.9,11.8,0.5,-9.1
COc1ccc(OC)c(/C=N/NC(=O)c2ccc[n+](CC(=O)c3ccccc3)c2)c1,0.3,-8.1,7.1,-0.2,3.4,2.7,-10.5,2.5,91.4*
CCc1ccccc1NC(=S)NCc1ccc2c(c1)OCO2,-3.2,-12.9,15.0,2.1,9.8,10.1,-21.5,0.6,-1.4
O=C(CN1CCOCC1)N/N=C/c1ccco1,2.5,9.6,0.4,4.7,-16.4,13.5,13.5,-4.9,2.0
CCN1/C(=C/c2ccc3cc(C)ccc3[n+]2CC)Sc2cc(C)ccc21,.,.,.,.,8.5,.,11.5,0.9,90.2*
COc1ccc(Cn2c(=O)[nH]c3cc(C(=O)N4CCN(c5ccccc5F)CC4)ccc3c2=O)cc1,-4.7,20.3,-10.3,9.9,-4.2,-2.5,-1.9,-4.1,24.7
CC(/C=N/N1CCN(c2ccccn2)CC1)=C\c1ccccc1,0.3,-39.2,-136.3,8.0,-0.8,-64.4,7.6,2.1,-70.5
Cc1sc2nc(CSC(C)C(=O)Nc3ccc(C(N)=O)cc3)[nH]c(=O)c2c1C (stereo unspecified),-2.2,2.4,7.4,0.8,12.3,12.7,-0.3,5.3,11.4
CCOC(=O)c1cc(C(C)C)sc1NC(=O)COC(=O)CCS(=O)(=O)c1ccccc1,.,.,.,.,16.8,.,0.8,-0.7,-2.8
COc1ccc(-c2cnc3nc[nH]c(=O)c3n2)cc1,-0.4,-9.3,16.5,3.3,2.5,-7.3,-4.5,-2.9,-24.1
COCCOC(=O)C(CC(=O)O)NCc1ccco1 (stereo unspecified),-0.8,12.2,10.9,-2.6,5.8,18.4,4.5,13.3,2.3
O=C(COC(=O)c1ccc(S(=O)(=O)N2CCCC2)cc1)NCc1ccc(Cl)cc1,-0.5,-5.4,24.9,-0.5,15.4,16.7,5.1,9.1,-7.5
N#CC(c1ccc(=O)[nH]n1)c1ccc(Cl)cc1Cl (stereo unspecified),-1.1,4.3,-2.5,-2.1,12.3,15.3,2.1,2.6,-16.8
Cc1ccc(-c2nnc(OCC3CCCO3)c3ccccc23)cc1 (stereo unspecified),1.2,-46.5,10.3,2.0,11.1,-2.3,5.1,-8.1,-0.6
Cc1ccc(C(=O)NNC(=O)c2cccc(C)c2)cc1,-2.7,8.9,18.5,1.3,15.3,-4.8,4.1,3.1,-16.8
Cc1cc2n(n1)C(c1ccc(N(C)C)cc1)Nc1ccccc1-2 (stereo unspecified),7.4,-62.1,-53.0,1.1,7.7,-43.0,-2.1,-2.5,-2.2
Cc1ccc2nc(NC(=O)c3ccco3)sc2c1,-9.9,-51.8,26.2,-6.7,20.2,-250.2,4.0,-5.2,-37.9
Cc1ccc(N(C(C)C(=O)N2CCOCC2)S(C)(=O)=O)cc1C (stereo unspecified),-2.0,-5.6,-1.9,-0.7,11.7,16.2,3.0,1.5,1.0
Cc1ccc(NS(=O)(=O)c2cccc(C(=O)NCC(c3ccco3)N3CCCCC3)c2)cc1 (stereo unspecified),-5.7,13.6,15.1,1.4,19.9,-1.4,4.2,-4.5,20.8
COc1cc(C=O)ccc1OCC(=O)N1CCOCC1,0.1,-18.2,-22.7,1.9,3.9,-3.6,1.0,0.4,-4.4
Cc1cccc(NC(=O)CN2C(=O)N/C(=C/c3cc(C)n(C)c3C)C2=O)c1,.,.,.,.,23.4,.,10.2,-1.2,-13.5
CCN(CC1CCCO1)C(=O)CCc1nnc(Cc2ccc3c(c2)OCO3)o1 (stereo unspecified),-0.8,12.4,-8.0,0.2,7.4,12.7,-6.2,9.1,-1.5
CCN(CC(=O)Nc1c(F)cccc1F)C(=O)c1ccc2c(=O)n3c(nc2c1)CCC3,0.4,10.8,-0.1,1.2,2.3,-9.3,-10.4,-5.7,-5.2
Cc1cccc(C(=O)OCC(=O)NC23CC4CC(CC(C4)C2)C3)c1O,-0.5,-19.9,4.6,2.0,9.5,-8.9,2.5,9.1,7.9
CC(=O)C1=C(C)NC(=O)NC1c1cccs1 (stereo unspecified),-1.9,5.9,17.3,-2.3,-6.0,1.8,-3.9,0.0,-25.1
COc1ccccc1/C=C/C=N/n1c(-c2ccc(Cl)cc2Cl)n[nH]c1=S,-1.1,-0.9,7.6,-0.1,8.0,-5.7,-0.2,11.4,-3.1
O=C(Nc1ccc(N2CCCCC2)cc1)c1ccc2ccccc2n1,6.3,-63.8,-83.5,4.5,7.7,-109.1,22.2,-2.3,-62.4
COc1ccc(N(C2=NCCCS2)S(=O)(=O)c2ccc(C(C)(C)C)cc2)cc1,-1.7,11.2,17.2,-1.2,19.4,27.0,-10.8,5.3,3.7
COc1cc([N+](=O)[O-])ccc1NC(=O)NCc1ccccn1,0.6,-8.6,10.6,1.0,-13.7,-34.7,-0.1,0.1,-1.1
c1ccc(CN2CCN(Cc3cn4cccnc4n3)CC2)cc1,-5.0,5.5,16.9,0.3,-6.1,14.2,0.9,0.4,0.6
COc1ccc(C)cc1NC(=O)C(OC(=O)CNC(=O)c1cccc(F)c1)c1ccccc1 (stereo unspecified),5.4,8.1,-8.3,0.2,16.5,5.7,1.9,1.9,-13.1
CCN(c1cccc(C)c1)S(=O)(=O)c1ccc(-n2cccn2)cc1,-6.0,-6.6,12.9,-0.8,10.1,-59.0,1.7,0.9,3.8
C=CCNc1ncnc2ccccc12,-2.6,9.3,20.9,-2.0,1.9,-24.4,-2.1,-3.4,4.0
COc1ccc2nc(-c3ccccc3)cc(OC)c2c1,7.0,-40.6,-24.8,6.6,10.8,-47.1,-8.0,-3.2,-35.9
Cc1cc(-c2ccco2)n(CC(=O)O)n1,-0.5,9.0,-12.7,2.1,7.6,12.8,-5.2,-7.3,-4.1
Nc1ncn(CC(=O)c2ccccc2)n1,-2.1,-7.4,-4.8,-2.8,8.8,-11.4,-2.9,2.5,2.0
CCCCNC(=O)CC1N=C2c3ccccc3N=C(SCC(=O)Nc3ccccc3OC)N2C1=O (stereo unspecified),1.1,-2.5,2.4,1.1,-1.1,6.0,9.1,2.2,-5.7
O=c1oc(-c2ccco2)nc2sc3c(c12)CCCC3,0.0,5.9,-7.1,2.7,-0.8,-13.4,5.0,7.8,3.5
CCC(C)NC(=O)C1(C)CCC(=O)N1CCc1ccc(OC)c(OC)c1 (stereo unspecified),1.6,4.6,-16.4,0.7,-5.3,19.9,-2.6,-2.2,-0.6
CCn1c(COc2ccc(OC)cc2)nnc1SCC(=O)Nc1cc(OC)ccc1OC,2.5,-15.1,-5.3,7.2,6.3,-44.0,-6.8,-9.8,2.8
O=C(O)c1cccc(COc2ccccc2Cl)c1,-7.2,81.9*,68.9*,-10.2,4.9,67.0*,-6.3,-3.0,-103.4
Cc1cc(=O)[nH]c(SCC(=O)Nc2ccc3c(c2)CCC3)c1C#N,-2.5,-7.1,13.7,1.0,10.6,10.5,-10.0,0.0,0.5
CC(C)(C)OC(=O)C[C@@H]1C/C=C\C[C@H](CC(=O)NCCO)C(=O)N2CCC[C@@H]2COC1=O,0.2,-41.4,1.5,-2.5,8.3,19.5,3.0,-1.9,2.4
CCN(CC(=O)Nc1ccc(OC)cc1)CC(=O)N1CC(=O)Nc2ccccc21,1.6,0.8,9.7,-0.3,2.4,8.7,-3.5,2.8,-4.4
COc1ccc(NC(=O)CN(C)C(=O)CCc2nc3cc(S(=O)(=O)N4CCOCC4)ccc3n2C)cc1,-0.7,12.1,14.9,1.1,14.4,6.5,6.1,3.7,-2.8
COc1cccc(C(=O)Nc2ccncc2)c1,-1.1,-0.1,20.7,0.4,.,0.0,.,.,.
CCN(C(=O)CSc1nc2ccc([N+](=O)[O-])cc2s1)c1c(N)n(Cc2ccccc2)c(=O)[nH]c1=O,.,.,.,.,1.5,.,-7.0,5.8,-0.8
CC1=Nc2cc([N+](=O)[O-])ccc2NC(C)(C)C1,-0.7,-0.1,8.7,-0.8,20.5,7.0,13.0,-0.1,4.9
COc1cccc(C(=O)CSc2nnc(CNS(C)(=O)=O)n2-c2ccc(C)cc2)c1,.,.,.,.,6.2,.,0.7,10.9,-15.4
O=C(CSCCO)N1CCc2ccccc21,1.6,3.7,-8.7,0.0,0.6,-15.4,-3.7,-5.1,-1.9
O=C(CSc1nnc(-c2cccs2)n1C1CC1)NC1CCS(=O)(=O)C1 (stereo unspecified),3.2,6.8,-1.6,-1.1,-18.2,-7.9,-14.9,3.7,-7.0
COc1ccc(NC(=O)CC2COc3ccccc3O2)c(OC)c1 (stereo unspecified),0.3,-9.7,-3.9,2.5,1.6,-29.4,10.6,-4.2,7.8
CC(=O)Nc1ccc(C(=O)Nc2ccc(S(=O)(=O)N3CCCC3)cc2)cc1,1.1,-0.4,8.1,-2.8,-4.9,24.1,-0.5,2.4,-0.8
O=C(CCCOc1ccc(Cl)cc1Cl)NNC(=O)c1ccc(NC(=O)c2ccccc2)cc1,0.9,-13.3,-18.3,-0.2,-0.5,17.2,-12.5,0.2,-1.8

# Whole records, quoted from the list. Order of values: XBP1 UPR activ	Jurkat NFkB inh	Mdm2-MdmX inh	UPR CHOP act	CCR6 antag	697 NFkB inh	EBI2 block	CXCR6 block	Gli-Sufu block
# `CCN(C(=O)CSc1nc2ccc([N+](=O)[O-])cc2s1)c1c(N)n(Cc2ccccc2)c(=O)[nH]c1=O` reads .	.	.	.	1.5	.	-7.0	5.8	-0.8
# `COc1cccc(C(=O)CSc2nnc(CNS(C)(=O)=O)n2-c2ccc(C)cc2)c1` reads .	.	.	.	6.2	.	0.7	10.9	-15.4
# `COc1ccc(NC(=O)CN(C)C(=O)CCc2nc3cc(S(=O)(=O)N4CCOCC4)ccc3n2C)cc1` reads -0.7	12.1	14.9	1.1	14.4	6.5	6.1	3.7	-2.8
# `CC1=Nc2cc([N+](=O)[O-])ccc2NC(C)(C)C1` reads -0.7	-0.1	8.7	-0.8	20.5	7.0	13.0	-0.1	4.9
